Screens deposited in PubChem BioAssay by National Center for Advancing Translational Sciences (NCATS).
TCR activator: T cell receptor activation | Potency, µM (highest dose often 9.22 µM), without a hit: top-dose activation of IL-2 secretion, usual class: activators | primary human leukocytes, anti-CD3, IL-2 HTRF, 48 h | 330,000 tested, under 10 active; also: % of control where 0% means no effect
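Human primary leukocytes + a-CD3 beads + cpd, 48 hr; IL-2 in supernatant by HTRF (ex 320nm / em 665nm). No co-stimulatory signal supplied.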
Mito fusion yeast: mitochondrial division inhibition or fusion activation | S. cerevisiae fusion-defective mutant growth rescue, CellTiterGlo 48 h | Potency, µM (highest dose often 46.1 µM), for inactives: at the highest dose growth rescue (activation), actives largely listed as activators | actives 0.23% (n = 320,000) | AID 485298;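 also: potency is read from the fitted curve at half-maximal effect; % of control where 0% means no effect; nearly all actives have a fitted effect of over 45% in size; temperature-sensitive fusion mutants such as fzo1-1 at 37 °C on non-fermentable ethanol glycerol medium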
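Yeast fusion mutant, YPEG (non-fermentable carbon), compound, 48 h at 37C non-permissive; CellTiterGlo added, 10 min RT, luminescence read. Rescued growth = division inhibition.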
S-ASM inh: human S-ASM enzyme inhibition; placental ASM, HMU-PC fluorogenic substrate, 60 min; P17405; Potency, µM (doses to about 57.5 µM), without a hit: at the top dose activity change, negative = inhibition, usual class: inhibitors; AID 504937; actives 0.006% (n = 340,000); also: potency is read from the fitted curve at half-maximal effect
Target sequence (P17405 47-631 limits assumed): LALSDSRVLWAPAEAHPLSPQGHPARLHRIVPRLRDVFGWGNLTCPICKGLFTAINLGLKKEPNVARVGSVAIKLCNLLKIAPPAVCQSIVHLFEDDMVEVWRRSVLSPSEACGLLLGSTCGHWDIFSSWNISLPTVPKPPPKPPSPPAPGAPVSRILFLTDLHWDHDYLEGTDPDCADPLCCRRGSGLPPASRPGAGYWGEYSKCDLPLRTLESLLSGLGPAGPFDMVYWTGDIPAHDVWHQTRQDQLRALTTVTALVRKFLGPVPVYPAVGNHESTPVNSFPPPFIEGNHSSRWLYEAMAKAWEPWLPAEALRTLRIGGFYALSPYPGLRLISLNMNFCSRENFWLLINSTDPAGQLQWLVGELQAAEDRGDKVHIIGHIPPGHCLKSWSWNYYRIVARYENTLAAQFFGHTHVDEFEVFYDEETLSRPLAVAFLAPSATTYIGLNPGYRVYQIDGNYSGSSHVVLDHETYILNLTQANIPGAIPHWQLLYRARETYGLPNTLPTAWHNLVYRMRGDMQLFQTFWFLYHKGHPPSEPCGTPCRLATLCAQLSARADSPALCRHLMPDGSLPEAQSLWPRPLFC
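qHTS format. ASM enzyme prepared from human placenta hydrolyses the fluorogenic substrate HMU-PC0 (9 uM final) over 60 min at 37 °C after a 10 min compound preincubation.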
TSHR antag: antagonists of human thyroid stimulating hormone receptor. P16473. TSHR-expressing cells, TSH-stimulated cAMP HTRF, 2 h; stronger effect = lower value. activity change, negative = inhibition, % at 11.5 µM. actives 0.2% (n = 330,000). AID 504810;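 active = activity change below a set negative limit, meaning inhibition stronger than a set level, cut at about -70% in these data; inconclusive = activity change between two set negative limits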; also: % is scaled to controls: 0 for no effect and ±100 for the full control effect
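TSHR-expressing cells, 200/well, pre-treated with compound, then stimulated with EC80 TSH (4nM final) for 2 hours at 37 deg C. cAMP measured by competitive HTRF: anti-cAMP cryptate antibody in lysis buffer plus cAMP-d2, read after 30 minutes at room temperature.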
Eya2 inh: blocks the phosphatase activity of human Eya2; O00167; recombinant Eya2, OMFP fluorescence dephosphorylation (OMFP is methylfluorescein phosphate); Potency, µM (titrated, usually from 76.9 µM), inactives show top-dose activity, negative = inhibition, usual class: inhibitors; actives 0.006% (n = 330,000); AID 488837; also: potency is read from the fitted curve at half-maximal effect; % is scaled to controls: 0 for no effect and ±100 for the full control effect
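Eya2 (0.2 uM) preincubated 10 min at ambient with compound, then OMFP substrate added at 50 uM; 10 min reaction in 50 mM HEPES pH 7.5, 50 mM NaCl, 5 uM MgCl2, 0.05% BSA, 1 mM DTT. Fluorescence read at Ex 485/Em 525 nm.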
Tb PFK block: inhibitors of T. brucei phosphofructokinase. O15648. T. brucei PFK, ADP-Glo luminescence. Potency, µM (top dose mostly 57.5 µM), without a hit: at the top dose activity, negative = inhibition, most hits filed as inhibitors. actives 0.17% (n = 330,000). AID 485367;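 also: potency is read from the fitted curve at half-maximal effect; 0% = uninhibited 1x PFK enzyme wells and -100% = no-enzyme wells; nearly all actives have a fitted effect of over 60% in size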
Target sequence (O15648 whole entry, looked up): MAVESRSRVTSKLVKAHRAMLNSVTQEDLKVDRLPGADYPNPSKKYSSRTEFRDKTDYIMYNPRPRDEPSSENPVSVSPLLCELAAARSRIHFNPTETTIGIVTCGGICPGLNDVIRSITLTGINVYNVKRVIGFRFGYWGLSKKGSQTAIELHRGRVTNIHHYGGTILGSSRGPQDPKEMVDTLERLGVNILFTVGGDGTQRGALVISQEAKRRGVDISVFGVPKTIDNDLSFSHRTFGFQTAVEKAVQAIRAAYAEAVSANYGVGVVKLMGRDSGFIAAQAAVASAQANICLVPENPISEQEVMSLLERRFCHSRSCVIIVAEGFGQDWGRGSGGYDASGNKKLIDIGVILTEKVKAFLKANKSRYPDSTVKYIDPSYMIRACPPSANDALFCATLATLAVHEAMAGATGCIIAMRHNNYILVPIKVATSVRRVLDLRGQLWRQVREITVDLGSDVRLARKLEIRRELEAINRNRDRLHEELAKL
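Compounds were pin-transferred as a titration series up to 57 uM into substrate buffer (0.5 mM F6P, 0.1 mM ATP, pH 8.0), then 1.25 nM PFK was added and reactions ran 45 min before ADP-Glo detection.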
A-T KAP1 phos: potential ataxia-telangiectasia treatment; […] A-T fibroblasts, KAP-1 phosphorylation AlphaLISA; neocarzinostatin DNA damage 30 min before lysis; Potency, µM (highest dose often 57.5 µM), for the others: at the highest dose activation, actives largely listed as activators; actives 0.19% (n = 320,000); also: potency is read from the fitted curve at half-maximal effect; % of control where 0% means no effect; nearly all actives have a fitted effect of over 45% in size
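ATM-like activity read as KAP-1 phosphorylation via AlphaLISA donor/acceptor antibody pairs after lysis and 6 hr at 25C. Cells were ATM-null patient fibroblasts ([…], hTERT), dosed 60 min, then exposed to the DSB inducer NCS for 30 min.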
ELG1 repair inh: inhibitors of ELG1-dependent DNA repair in HEK293T cells; HEK293T ELG1-luciferase reporter, luminescence, 16 h; DNA damage induced by 5-fluorouridine; Potency, µM (titrated, usually from 46.1 µM), for the others: top-dose activity change, negative = inhibition, usual class: inhibitors; actives 2.3% (n = 330,000); AID 504467; also: potency is read from the fitted curve at half-maximal effect; % is scaled to controls: 0 for no effect and ±100 for the full control effect; nearly all actives have a fitted effect of over 55% in size
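5-Fluorouridine DNA damage + compound/DMSO, 2,000 cells/well, 16 h, 37 °C/5% CO2. ONE-Glo, 30 min RT, luminescence. Readout = decrease in reporter signal.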
TSG101-PTAP inh: blocks PTAP/TSG101 interaction to inhibit HIV-1 budding; Q99816; Fluorescence polarization, FITC-PTAP peptide / Tsg101 binding; Potency, µM (doses to about 115 µM), inactives show top-dose activity change, negative = inhibition, hits mostly inhibitors; 340,000 tested, under 10 active; active = well fitted inhibition curve with a large enough effect in the main read-out, with a control signal flat, not every such curve was filed as active; inconclusive = small, poorly fitted or top-dose-only effect, or effect the other way, or a change in a side signal; inactive = no such curve, though single readings can be large or run the other way; also: potency is read from the fitted curve at half-maximal effect; % of control where 0% means no effect
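Steps: Tsg101 binding domain dispensed (10 uM final), compounds pinned in DMSO, FITC-labeled PTAP-motif peptide added (50 nM final); after 20 min binding at room temperature, polarization measured.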
Chronic BCR inh: blocks chronic active B-cell receptor signaling | ABC-DLBCL IkBa-CBG/CBR reporter, luminescence ratio, 4 h | Potency, µM (highest dose often 46.1 µM), inactives show top-dose ratio change, negative = lower green/red ratio, usual class: inhibitors | actives 0.05% (n = 340,000); active = well fitted inhibition curve with a large enough effect in the signal ratio, with a control signal flat, not every such curve was filed as active; inconclusive = small, poorly fitted or top-dose-only effect, or effect the other way, or a change in a side signal; the % refers to the signal ratio;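 also: potency is read from the fitted curve at half-maximal effect; plate controls were basal doxycycline-induced cells for no effect and cells given 10 µM MG132 for full effect; MG132 reads +100%, hits lower the ratio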
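TMD8 ABC-DLBCL cells carrying doxycycline-inducible green luciferase fused to IkappaBalpha plus unfused red luciferase were exposed to compounds (up to 46 uM) for 4 hrs at 37C. Activity came from the overlap-corrected green/red luminescence ratio.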
a7 integrin act: activates integrin-mediated alleviation for muscular dystrophy | alpha7betagal myoblasts, beta-gal FDG fluorescence, 48 h | actives 0.064% (n = 350,000) | Potency, µM (top dose mostly 38.3 µM), for inactives: at the highest dose activation, usual class: activators;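 also: potency is read from the fitted curve at half-maximal effect; 100% = response of the positive control SU9516; nearly all actives have a fitted effect of over 60% in size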
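Alpha7betagal+/- myoblasts (passage 13) were plated 16-24 hr, then exposed to compounds (1:260 dilution of DMSO stock) for 48 hours at 37C. After MPER lysis, β-galactosidase reporter activity was read as FDG fluorescence (ex 480/em 540) after 30 minutes.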
Starred values were filed as active, the others as inactive; i = inactive; ? = inconclusive; nt = no result given; [ ] = another dose, or the depositor's remark. Unless noted, calls follow the shape of the dose curve; as a rule, active = well fitted curve in the direction sought with a large enough effect; inconclusive = small, poorly fitted or top-dose-only effect, or another doubt; inactive = no such curve, though single readings can be large; an effect the other way counts as inactive or inconclusive.

SMILES | TCR activator | Mito fusion yeast | S-ASM inh | TSHR antag | Eya2 inh | Tb PFK block | A-T KAP1 phos | ELG1 repair inh | TSG101-PTAP inh | Chronic BCR inh | a7 integrin act
COc1ccc(C2c3c(ncn(CCN4CCOCC4)c3=N)Oc3ccc4ccccc4c32)cc1 (configuration not stated) | 1% | 9% | -11% | -3 | -35% | 4% | 0% | 5% | -7% | ? | -48%[inhibitor]
O=C1c2ccccc2NC(c2ccc3c(c2)OCCO3)N1c1ccc2c(c1)OCCO2 (configuration not stated) | -2% | 6% | 73%[activator] | 5 | -9% | -3% | 13% | ? | -5% | -18% | 22%
CCOc1ccc(N2CCCCn3c2nc2c3c(=O)[nH]c(=O)n2C)cc1 | nt | 2% | nt | 0 | -10% | 1% | 4% | 0% | nt | 0% | nt
CCc1nnc(NC(=O)CSc2nnc(CNc3ccc(OC)cc3)n2CC)s1 | 1% | -3% | 1% | 7 | -2% | 1% | -2% | 3% | -2% | -2% | 10%
OCCCN=c1cc(-c2ccccc2)oc2ccc(Cl)cc12 | -1% | 15% | -1% | -6 | -24% | 6% | -4% | ? | -2% | ? | -64%[inhibitor]
S=c1[nH]nc(-c2ccncc2)n1Cc1ccco1 | 4% | 5% | -1% | 0 | 17% | 6% | -1% | 13% | -1% | 6% | 13%[7.66 µM]
CCOC(=O)C1(Cc2ccccc2C)CCCN(S(=O)(=O)CC)C1 (configuration not stated) | -4% | 2% | 3% | -13 | -11% | 3% | 6% | -15% | 1% | 0% | 32%
O=C(NCCc1ccc(Cl)cc1)Nc1cccc(Cl)c1 | 1% | 2% | -12% | -30 | 3% | -10% | 2% | 2% | -6% | 12% | 10%
Cc1cc(C(=O)Nc2cccc(C(=O)O)c2)c(C)o1 | -3% | -2% | 1% | 0 | 0% | 1% | -1% | 0% | 1% | 29% | 0%
COc1ccc(OCC(=O)Nc2cc(OC)ccc2N2CCCCC2)cc1 | -3% | 4% | -9% | -13 | 2% | 1% | 31% | -7% | -1% | ? | 0%
Cc1c(C(=O)NCCCN2CCOCC2)sc2nc(-c3ccc(F)cc3)cn12 | -6%[46.1 µM] | -8% | -1% | -6 | -6% | 1% | 6% | -4% | -4% | 21% | -6%
Cc1ccc(S(=O)(=O)N2CCN(c3ncccn3)CC2)c(C)c1 | 3% | 0% | -1% | 2 | -6% | -1% | 0% | -8% | 1% | 3% | 21%
O=C(NCc1cccnc1)c1ccc(CS(=O)(=O)Cc2ccc(Cl)cc2)o1 | -6% | -3% | 2% | -4 | 3% | -25% | -3% | -16% | -9% | -1% | -21%
COc1ccc2oc(C(=O)OCC(=O)Nc3ccccc3OC)c(C)c2c1 | -4% | 3% | -6% | -17 | 21% | 1% | -3% | 19% | 1% | 8% | -4%
CC(C(=O)C12CC3CC(CC(C3)C1)C2)N1CCOCC1 (configuration not stated) | nt | 0% | 2% | 19 | -6% | 1% | -9% | -3% | -5% | 6% | -11%
O=C(CSc1nc2ccccc2[nH]1)N1CCN(c2ccc(F)cc2)CC1 | 8% | 5% | -3% | 6 | -9% | -11% | 3% | -8% | -10% | 0% | 20%
O=C1CCC(C(=O)N2CCCCO2)CN1CCc1ccc(Cl)cc1 (configuration not stated) | -2% | -1% | 2% | -45 | -2% | 0% | 7% | 12% | 1% | 6% | -15%
COc1ccc(-c2noc(C3CCCN(C(=O)c4ccc(F)cc4)C3)n2)cc1 (configuration not stated) | 4% | -1% | 0% | -10 | 4% | 4% | 5% | -7% | -4% | -4% | 2%
N#Cc1c(Cl)cccc1N1CCCC1 | -2% | -2% | 26% | 2 | 4% | 0% | 10% | -14% | -4% | ? | -6%
Cc1nnc(NC(=O)c2c(-c3ccccc3)noc2C)s1 | 1% | -2% | 3% | 1 | -21% | -3% | -5% | 0% | -2% | -4% | -6%
CN(C(=O)c1ccc(Oc2ccc([N+](=O)[O-])cc2)cc1)C1CCCCC1 | 2% | 3% | -1% | -30 | -6% | 4% | 8% | -28% | -8% | 2% | 26%
Cc1ccc(NC(=O)CCN2C(=O)c3ccccc3C2=O)c(C)c1 | 7% | 4% | -1% | -7 | 12% | 1% | 4% | 1% | -6% | ? | 8%
O=C(CSCc1ccccc1)Nc1cc([N+](=O)[O-])ccc1F | -6% | -7% | 3% | -7 | -7% | -1% | 3% | 6% | -4% | 1% | 0%
COC(=O)c1cc2cc(OC)ccc2n1C | 6% | -7% | 11% | -15 | 6% | 5% | -12% | ? | -5% | -6% | 7%
CC(=O)N1CCOc2ccc(S(=O)(=O)N3C(C)CCCC3C)cc21 (configuration not stated) | -4% | 8% | 0% | -1 | 1% | -1% | -5% | -2% | -3% | 0% | 5%
O=S(=O)(/N=C/N1CCOCC1)c1ccc(Cl)cc1 | nt | 2% | 3% | 8 | 15% | 4% | 7% | 0% | 0% | 1% | -12%
Cc1ccc(S(=O)(=O)N2CCOCC2)cc1NC(=O)CSc1nnc(N)s1 | -6% | -3% | 3% | -4 | -2% | 0% | 6% | -9% | 0% | -6% | ?
COc1ccc(/C=N/NC(=O)c2cccc(S(=O)(=O)N3CCCC3)c2)cc1O | 3% | -5% | -7% | -12 | -27% | -9% | 6% | 12% | -5% | -8% | ?
COc1cc(C2C3=C(CC(C)(C)CC3=O)OC3=C2C(=O)CC(C)(C)C3)cc([N+](=O)[O-])c1O | 2% | 7% | -8% | -8 | 2% | -2% | -7%[11.5 µM] | 17% | 0% | 14% | 37%
C=CC[C@H](CC(=O)N(CCO)Cc1ccccc1)C(=O)N[C@@H](COC(=O)[C@@H](CC=C)Cc1ccc(F)cc1)Cc1ccccc1 | 7% | nt | -6% | -26 | -5% | 8% | 1% | ? | 0% | ? | -39%
NC(=S)Nc1cccc2cnccc12 | 2% | -2% | 3% | -3 | 8% | 0% | -1% | ? | 0% | -1% | -9%
O=C(CC12CC3CC(CC(C3)C1)C2)N/N=C/c1ccc([N+](=O)[O-])o1 | 3%[46.1 µM] | ? | -13% | -7 | -1% | -5% | 1% | ? | -2% | -1% | -52%[inhibitor]
O=C(CCNC(=O)C1CCN(S(=O)(=O)c2ccccc2)CC1)NCc1cccc(Cl)c1 | -4% | -1% | i | 2 | 9% | -8% | 4% | -13% | 4% | -1% | 12%
NS(=O)(=O)c1cccc(NC(=O)c2ccccc2NS(=O)(=O)c2ccc(F)cc2)c1 | -12% | 11% | 8% | 11 | -21% | 2% | 1% | 11% | -4% | 9% | 26%
COc1ccc(Cl)cc1C(=O)NNC(=O)c1[nH]c(C)c(C(C)=O)c1C | -3%[46.1 µM] | nt | -1% | -12 | 0% | -5% | -16% | ? | -1% | -8% | 1%
CCc1cccc(CC)c1NC(=O)c1cccc(NC(=O)c2ccccc2)c1 | 1% | 6% | -8% | -5 | 7% | 4% | nt | -13% | -10% | 9% | 19%
COC(=O)CCCC1=CC2=CC(=O)C(C)(OC(=O)c3cccs3)C(=O)C2=CN1CCCOC(C)C (configuration not stated) | -9% | 3% | 10% | 2 | 3% | 1% | -3% | 0% | -1% | -12% | -16%
COc1cc(-c2noc(CCCC(=O)NCc3ccccc3)n2)cc(OC)c1OC | -40% | -2% | 4% | 3 | -37% | 0% | -3% | 18µM* | -6% | -6% | -12%[7.66 µM]

Reformatted: 2 of the compounds above.
COC(=O)CCCC1=CC2=CC(=O)C(C)(OC(=O)c3cccs3)C(=O)C2=CN1CCCOC(C)C (configuration not stated)
  TCR activator: -9% | Mito fusion yeast: 3% | S-ASM inh: 10% | TSHR antag: 2 | Eya2 inh: 3% | Tb PFK block: 1% | A-T KAP1 phos: -3% | ELG1 repair inh: 0% | TSG101-PTAP inh: -1% | Chronic BCR inh: -12% | a7 integrin act: -16%

COc1cc(-c2noc(CCCC(=O)NCc3ccccc3)n2)cc(OC)c1OC
  TCR activator: -40% | Mito fusion yeast: -2% | S-ASM inh: 4% | TSHR antag: 3 | Eya2 inh: -37% | Tb PFK block: 0% | A-T KAP1 phos: -3% | ELG1 repair inh: 18µM* | TSG101-PTAP inh: -6% | Chronic BCR inh: -6% | a7 integrin act: -12%[7.66 µM]

Hits appear at their usual frequency (roughly 3.2% active in at least one column).
